MBD2 DNA inh: inhibitors of MBD2 binding to methylated DNA, primary screen, biochemical, TR-FRET, DNA-binding domain, human; inhibition, % at 4.4 µM; Methyl-CpG-binding domain protein 2 (Homo sapiens), Q9UBB5; 0.31% of 370,000 active; AID 686964, 2013; MBD2 binding to methylated oligonucleotide; in the data active means inhibition above about 13%
Target sequence (Q9UBB5 whole entry, looked up, the tested form may be a part): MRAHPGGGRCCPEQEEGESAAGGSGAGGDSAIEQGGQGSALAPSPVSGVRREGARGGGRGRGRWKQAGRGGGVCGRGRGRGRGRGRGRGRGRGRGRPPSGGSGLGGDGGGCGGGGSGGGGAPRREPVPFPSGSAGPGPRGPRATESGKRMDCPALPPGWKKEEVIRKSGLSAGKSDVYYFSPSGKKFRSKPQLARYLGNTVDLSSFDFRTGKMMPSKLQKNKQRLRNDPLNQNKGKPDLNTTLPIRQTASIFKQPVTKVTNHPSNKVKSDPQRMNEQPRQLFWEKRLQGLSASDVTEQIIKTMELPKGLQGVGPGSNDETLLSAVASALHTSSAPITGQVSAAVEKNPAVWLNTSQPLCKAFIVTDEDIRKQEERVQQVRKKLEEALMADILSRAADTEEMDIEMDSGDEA
SIAE primary: human SIAE inhibitors, primary screen, biochemical, fluorescence polarization, FP-Rh probe, 1536-well HTS; SIAE FP-Rh probe binding; inhibition, % at 9.66 µM; 0.69% of 370,000 active;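 active means inhibition above a cutoff: mean of compounds within the control limits plus 3 SD of those, cut at about 17% in these data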;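 further: 0% = plate median of compound wells and 100% = probe without SIAE protein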
TCR-CD3 inh: inhibitors of human TCR-CD3 interaction, primary screen, biochemical, fluorescence, TAMRA-labeled TCR probe; T-cell receptor (TCR); inhibition, % at 9.4 µM; 0.37% of 360,000 active; in the data active means inhibition above about 19%;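 further: recombinant mutant TCR 2C K166C tagged with TAMRA read by polarization; 0% = receptor in buffer alone and 100% = receptor with positive control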
rCAG RNA binder: binders of r(CAG) RNA repeats, primary screen, biochemical, fluorescence | r(CAG) RNA repeat, TO-PRO-1 dye displacement fluorescence | inhibition, % at 3 µM | 1.3% of 370,000 active;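 active means inhibition above the plate cutoff, the mean of all test compounds on that plate plus 3 SD, cut at about 35% in these data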;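 further: 0% = DMSO alone and 100% = 100 µM mitoxantrone as full dye displacement; higher means more dye released from RNA so lower well fluorescence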
PRMT1 FP inh: PRMT1 methyltransferase inhibitors, primary screen, biochemical, fluorescence polarization; recombinant PRMT1, activity-based probe fluorescence polarization; inhibition, % at 2.79 µM; 1.3% of 370,000 active; AID 652257, 2013;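 active means inhibition above about 21% made by adding two undisclosed values, limit read from the data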
TDP2 absorb: human TDP2 enzyme inhibitors, primary screen, biochemical, epi absorbance, recombinant enzyme | inhibition, % at 12.8 µM | Tyrosyl-DNA phosphodiesterase 2 (Homo sapiens), O95551 | 0.34% of 370,000 active | AID 720702, 2013 | T5PNP hydrolysis, p-nitrophenol absorbance 415 nm;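 active means inhibition above the mean of all tested compounds plus 3 SD, set per campaign, cut at about 25% in these data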;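 further: 0% = DMSO with enzyme and 100% = buffer with substrate but no TDP2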
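System – recombinant human TDP2 · Amount – 120 nM TDP2 per well · Buffer or medium – Mg2+-containing Tris-HCl buffer, pH 7.5 · Reagent – T5PNP substrate, 5 mM · Dosing – 12.8 µM single point, 1% DMSO · Incubation – 2 h at 37 °C · Measured by – epi absorbance · Read-out basis – percent inhibition · Benchmarks – high control without enzyme, low control DMSO plus TDP2 · Repeats – singlicate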
LEDGF integ inh: blockers of LEDGF/p75-dependent integrase strand transfer – biochemical, TR-FRET, high throughput, primary screen; HIV-1 integrase (with human LEDGF/p75); TR-FRET IN-LEDGF/p75 DNA integration, Eu/Cy5; inhibition, % at 3.7 µM; 0.64% of 370,000 active; AID 743269, 2014;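 active means inhibition above the screen-wide mean plus 3 SD, cut at about 13% in these data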;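 further: signal is the Cy5 over europium emission ratio at 671 and 618 nm; 0% = plate median of compound wells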
NPR2 activator: human GC-B receptor activators, primary screen, HEK293 GC-B cells, cGMP TR-FRET, EC30 CNP | Atrial natriuretic peptide receptor 2 (Homo sapiens), P20594 | 0% at EC30 CNP, 100% saturating CNP | activation, % at 10 µM | 0.11% of 370,000 active;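 active means activation at 10 µM reaching about 35% in either raw or pattern-adjusted values, limit read from the data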
HTRA1 inhibitor: HTRA1 serine protease inhibitors, primary screen, biochemical, fluorescence polarization, HTS; 0.5% of 340,000 active; inhibition, % at 5.96 µM; recombinant HTRA1, FP-rhodamine activity-based probe; Q92743; AID 504803, 2011; in the data active means inhibition above about 36%;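 further: 0% = enzyme with DMSO and 100% = wells lacking enzyme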
mABHD4 FP: ABHD4 inhibitors, primary screen, biochemical, fluorescence polarization, mouse. AID 720543, 2013. purified mABHD4, FP-Rh probe fluorescence polarization. 0.54% of 370,000 active. inhibition, % at 8.92 µM;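 active means inhibition exceeding the mean over every tested compound plus 3 SD, cut at about 30% in these data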;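 further: 0% = plate median of compound wells and 100% = S159A mutant with DMSO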
Target sequence (Q8VD66 whole entry, looked up): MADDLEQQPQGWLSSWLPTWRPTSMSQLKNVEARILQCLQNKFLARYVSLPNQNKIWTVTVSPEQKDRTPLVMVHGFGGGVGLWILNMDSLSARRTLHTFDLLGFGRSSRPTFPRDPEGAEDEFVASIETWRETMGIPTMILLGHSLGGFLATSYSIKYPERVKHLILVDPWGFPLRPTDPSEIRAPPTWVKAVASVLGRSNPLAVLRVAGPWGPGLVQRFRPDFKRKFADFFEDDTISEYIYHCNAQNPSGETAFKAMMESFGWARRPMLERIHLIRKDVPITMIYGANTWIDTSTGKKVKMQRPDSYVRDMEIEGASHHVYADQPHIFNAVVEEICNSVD
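Test system: mABHD4 protein | Buffer or medium: HEPES pH 7.0 buffer, 150 mM NaCl, 0.01% Pluronic F-127 | Probe or stimulus: FP-Rh fluorescent activity-based probe, added after compound pre-incubation | Timing: Pre-incubation 45 min, probe exposure 60 min, at 25 °C | Technique: Fluorescence polarization, excitation 525 nm, emission 598 nm, BODIPY TMR filters | Repeats: Single well per compound (singlicate)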
* hit, by the source's call; x = not tested or not shown. Not all compounds are listed, so the mix of outcomes need not match the whole.

The opening two records (preview)
SMILES	MBD2 DNA inh	SIAE primary	TCR-CD3 inh	rCAG RNA binder	PRMT1 FP inh	TDP2 absorb	LEDGF integ inh	NPR2 activator	HTRA1 inhibitor	mABHD4 FP
CCOc1ccccc1N1CC(C(=O)Nc2ccccc2CC)CC1=O (centres undefined)	1	1	-1	0	8	-12	-5	6	-1	-1
Nc1ccc2nc(-c3cccc(-c4nc5ccc(N)cc5[nH]4)c3)[nH]c2c1	14*	26*	-10	22	4	-5	16*	-9	8	-3

All compounds of this part, from the first entry:
SMILES	MBD2 DNA inh	SIAE primary	TCR-CD3 inh	rCAG RNA binder	PRMT1 FP inh	TDP2 absorb	LEDGF integ inh	NPR2 activator	HTRA1 inhibitor	mABHD4 FP
CCOc1ccccc1N1CC(C(=O)Nc2ccccc2CC)CC1=O (centres undefined)	1	1	-1	0	8	-12	-5	6	-1	-1
Nc1ccc2nc(-c3cccc(-c4nc5ccc(N)cc5[nH]4)c3)[nH]c2c1	14*	26*	-10	22	4	-5	16*	-9	8	-3
Cc1ccc(NS(=O)(=O)c2ccc(Cl)c(C(=O)O)c2)cc1S(=O)(=O)N1CCOCC1	3	-4	-4	5	2	12	1	4	10	0
CCCCN1C[C@@H](COCc2ccccc2)Oc2cccc(F)c2S1(=O)=O	2	-4	x	0	-1	-6	4	-3	x	-7
CC1(C)CC[C@]2(C(=O)n3ccnc3)CC[C@]3(C)[C@H](C(=O)C=C4[C@@]5(C)C=C(C#N)C(=O)C(C)(C)[C@@H]5CC[C@]43C)[C@@H]2C1	0	-5	1	53*	1	4	0	11	-18	7
Cc1cc(=O)oc2c(C)c(OC(C)C(=O)NCCN3CCOCC3)ccc12 (centres undefined)	-3	1	2	-2	-8	0	5	-1	3	1
O=C(COC(=O)CNC(=O)C12CC3CC(CC(C3)C1)C2)NC1CCS(=O)(=O)C1 (centres undefined)	4	-5	-5	-4	1	6	-5	1	-1	3
CC(=O)N1CCCN(C(=O)CCn2nnc3ccccc32)CC1	-2	4	x	3	-1	4	0	-1	x	12
CC1CCN(Cc2c(C(=O)N/N=C/c3cc(Cl)ccc3O)nnn2-c2nonc2N)CC1	-3	5	9	3	-3	-5	-3	1	29	1
NC(=O)c1ccc(-c2nnn(CC(=O)N(C3CCCCC3)C3CCS(=O)(=O)C3)n2)cc1 (centres undefined)	-4	13	5	2	-6	2	3	3	9	0
O=C(C1CCN(S(=O)(=O)c2cccc3cccnc23)CC1)N1CCN(C2CCCC2)CC1	-1	-1	6	1	0	-9	-1	-3	4	3
O=C(c1ccc([N+](=O)[O-])cc1)N(Cc1ccccc1)c1ccccn1	3	-7	1	-5	-4	10	-1	-1	5	-4
Cc1noc(C)c1NC(=O)N(C)C[C@@H]1Oc2ncc(Br)cc2C(=O)N([C@H](C)CO)C[C@@H]1C	-1	4	2	3	-2	-5	-1	1	0	-4
Cc1cc(C(C2C(=O)CC(C)(C)CC2=O)C2C(=O)CC(C)(C)CC2=O)cc(C)c1OC(F)F	-3	1	1	6	5	-2	-1	3	2	10
C=C(C)Cn1c(-c2ccc(OC)cc2)nc2ccccc21	-1	6	2	-2	-1	-3	3	4	-6	-3
c1ccc2c(c1)CCCC2NC1=NCCC1 (centres undefined)	-6	1	4	-2	-4	5	0	7	4	2
CC(C)OC(=O)/C(C#N)=C/c1ccc(-c2ccc(SC(F)F)cc2)o1	-1	3	5	2	-3	-8	1	-1	-5	0
CN(C)S(=O)(=O)c1ccc(C(=O)OCC(=O)Nc2ccc(OC(F)F)cc2)cc1	1	-4	-7	6	0	3	2	-2	-6	-3
Cc1ccc(C(=O)N/C(=C\c2cn(S(=O)(=O)N(C)C)c3ccccc23)C(=O)NCCCn2ccnc2)cc1	-2	-7	6	4	-2	4	1	3	-3	-7
Cc1ccccc1S(=O)(=O)Cc1ccc(C(=O)NC2CCCCC2)o1	-2	7	8	-2	0	5	2	3	0	4
C=CCS(=O)(=O)N1CCCC(Cc2ccccc2C)(C(=O)OCC)C1 (centres undefined)	-1	8	1	-8	0	-4	0	4	0	-9
COc1cccc(CC(=O)Nc2nccs2)c1	7	-8	-4	-2	2	7	3	-2	-4	3
CC(C)C[C@@H](COCc1ccc(Cl)cc1)N1CCN(C(=O)c2ccc(Cl)cc2Cl)CCC1=O	-3	5	-9	4	-2	-1	-1	-4	x	-8
Cn1c(CNc2ccc(F)cc2)nc2ccccc21	3	10	7	1	1	1	-4	-7	-5	6
COC(=O)c1ccccc1NC(=O)CSc1nnc(-c2ccncc2)o1	1	-4	-6	22	34*	1	-3	1	4	8
O=C(Nc1ccc(C(=O)NCCCN2CCN(c3ccccc3)CC2)cc1)C1=CSCCO1	-3	5	3	-4	-3	7	1	-5	2	0
Cc1nn(C(C)C(=O)NCCCc2ccccc2)c(=O)c2cc3occc3n12 (centres undefined)	0	11	0	-6	1	13	-1	6	6	-1
Cc1cc(NCCN2CCOCC2)n2nc(C)c(-c3ccc(Cl)cc3)c2n1	-3	0	1	-5	0	-12	-5	3	2	3
O=C(O)C1C2CCCCC2=C2CCCCC2C1C(=O)O (centres undefined)	-7	12	-1	4	11	-10	-2	0	2	0
CCOc1ccccc1N1CC(C(=O)Nc2cc(S(=O)(=O)N3CCOCC3)ccc2OC(C)C)CC1=O (centres undefined)	6	1	-7	4	1	-2	1	-1	12	1
COc1ccc(NC(=O)c2c(NC(=O)CCC(=O)O)sc(-c3ccccc3)c2C)cc1	-1	-7	0	50*	3	-3	3	-1	1	4
Cc1ccc([C@@H]2CC=C(C(=O)O)[C@H](c3ccccc3)N2S(=O)(=O)c2ccc(C)cc2)cc1	3	3	-4	56*	0	-3	1	2	-10	5
COc1ccc(CN2CCN(C(=O)c3cccc4ccccc34)CC2)cc1OC	0	0	6	-7	3	8	0	5	11	13
O=C(CS(=O)(=O)Cc1ccccc1)c1ccccc1	4	-7	1	1	0	-16	0	1	1	-2
O=[N+]([O-])c1ccc2nc(-c3cccnc3)[nH]c2c1	-7	-6	7	1	1	5	3	2	-3	3
O=C(NCc1ccc2c(c1)OCO2)C1CCN(S(=O)(=O)c2ccc(Br)s2)CC1	3	5	1	2	0	2	3	-2	-21	-9

Looked up above:
Cc1ccc(C(=O)N/C(=C\c2cn(S(=O)(=O)N(C)C)c3ccccc23)C(=O)NCCCn2ccnc2)cc1 in MBD2 DNA inh reads -2
CC(=O)N1CCCN(C(=O)CCn2nnc3ccccc32)CC1 in LEDGF integ inh reads 0

(cont.)
SMILES	MBD2 DNA inh	SIAE primary	TCR-CD3 inh	rCAG RNA binder	PRMT1 FP inh	TDP2 absorb	LEDGF integ inh	NPR2 activator	HTRA1 inhibitor	mABHD4 FP
Cc1c(NC(=O)C(C)NCC2CCCO2)c(=O)n(-c2ccccc2)n1C (centres undefined)	-3	6	8	0	-2	-1	0	2	-4	1
C[C@@H]1NC(=O)[C@H](CC(N)=O)NC(=O)c2cc([N+](=O)[O-])cc(I)c2OCC[C@@H](C(=O)NC(CC(=O)O)C(N)=O)NC1=O (some centres undefined)	5	1	3	16	3	8	1	2	x	9
COCCOC(=O)c1[nH]c2c(c1C)C(=O)C(C(=O)OC)C(C)C2 (centres undefined)	1	2	-1	1	2	3	2	-8	-5	-5
COc1ccccc1N(CC(=O)N1CCCCC1)S(=O)(=O)c1ccccc1	-2	-3	4	-1	3	-7	0	4	-1	7
COc1ccc(NC(=O)COC(=O)c2ccc(OCc3c(C)noc3C)cc2)cc1OC	4	-6	8	-4	-2	2	2	4	-1	-7
Cc1ccccc1NC(=S)C1=C(O)c2sccc2N(C)S1(=O)=O	1	6	-1	14	5	8	1	6	0	6
CC(=O)c1cc(-c2ccccc2)n(CC(=O)NCc2ccc(Cl)cc2)c1C	2	7	x	8	-2	6	-1	-6	x	2
CN(CC(=O)Nc1ccc(Cl)c(C(F)(F)F)c1)C(=O)c1cc(=O)[nH]c2ccccc12	-1	-10	5	1	2	6	1	-3	-19	-2
CC1(C(=O)NS(=O)(=O)c2cccc(Cl)c2)CCN1C(=O)Cc1ccc(-c2ccccc2)cc1 (centres undefined)	-5	1	-6	74*	-2	-11	10	-2	x	2
CNC(=S)NNC(=O)COc1cccc(C)c1C	-7	5	2	-1	0	7	2	0	2	2
O=C(CCc1ccc(Oc2cc([N+](=O)[O-])cc([N+](=O)[O-])c2)cc1)Nc1cccc(Cl)c1	-10	8	6	14	0	-7	-3	0	-9	-26
O=C(c1ccc(Cl)cc1)c1c[nH]c(C(=O)NNc2cccc(Cl)n2)c1	-1	-13	3	1	-3	3	-1	-1	-17	-4
COc1cc(C(=O)NCCC(=O)NC2CCCCCCC2)cc(OC)c1OC	-3	0	1	-2	1	6	0	0	0	-7
CC1CCN(c2ccccc2NC(=O)c2ccc(N3CCOCC3)c([N+](=O)[O-])c2)CC1	2	-3	1	-1	-1	5	-1	-8	-4	5
Cc1cc(C)cc(OCC(=O)Nc2ccc3c(c2)OCO3)c1	-4	-2	4	-4	1	2	2	-3	5	1
CC(C(=O)NCC1(c2ccccc2)CCCC1)N1CCCC1 (centres undefined)	3	1	-3	-6	-1	-4	-1	-4	8	2
CC(C)c1nnc(NC(=O)c2cc3ccccc3o2)s1	1	-8	3	-2	-1	21	-3	1	-6	-4
C[C@H](CO)N1C[C@H](C)[C@@H](CN(C)S(=O)(=O)c2ccc(F)cc2)Oc2ccc(NS(=O)(=O)c3cccs3)cc2C1=O	-2	-3	-2	22	6	1	0	2	-4	7
Cc1cc(C)c(S(=O)(=O)N(C)CC(N)=O)c(C)c1	-2	-6	-6	2	-1	-11	0	3	0	-1
O=C1c2oc3ccccc3c(=O)c2C(c2ccc(O)cc2)N1c1nccs1 (centres undefined)	1	-22	2	7	4	-4	-2	-7	-15	4
N#Cc1cccc(NC(=O)C2CCCN(C(=O)c3ccc(Cl)cc3)C2)c1 (centres undefined)	-1	0	-2	1	-4	2	5	-2	-2	1
CSc1n[nH]c(NCc2ccc(Cl)cc2)n1	1	4	5	0	-3	-2	0	2	-5	-4
CCOc1ccc(CCNS(=O)(=O)c2ccc3c(c2)oc(=O)n3C)cc1OCC	4	1	-4	-2	2	-12	-2	-2	-1	-2
O=C(N/N=C/c1c(F)c(F)c(F)c(F)c1F)c1cccc(S(=O)(=O)N2CCOCC2)c1	-2	0	0	2	4	-1	-8	-1	4	10
O=C(COc1ccc2ccc(=O)oc2c1)c1ccccc1	-1	-9	3	-1	-1	-17	-6	2	-7	3
O=C(O)Cn1c2ccccc2c2ccccc21	1	10	1	-2	-3	2	6	4	2	2

High-throughput results as filed in PubChem BioAssay.
